DAGLB inh: DAGLB lipase inhibitors, primary screen, biochemical, fluorescence, HTS; Diacylglycerol lipase-beta (Homo sapiens), Q8NCG7; HEK293T DAGLB membrane lysate, EnzChek fluorogenic substrate; inhibition, % at 5.17 µM; 340,000 tested, 0.059% active; AID 504411, 2011; in the data active = inhibition above about 34%;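 note: 0% = enzyme with vehicle and 100% = wells lacking enzyme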
DSG3 Ab inh: inhibitors of pemphigus antibody binding to DSG3, primary screen, biochemical, bead-based, flow cytometry, scFv-GFP; Desmoglein-3 (Homo sapiens), P32926; DSG3-coupled beads, scFv-anti-DSG3-GFP binding; active compounds read low; binding (percent of control), % at 10 µM; 310,000 tested, 0.48% active; AID 588358, 2011;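 active = binding more than 3 SD below its plate's average and above zero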;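 note: hits lower antibody fragment binding to DSG3; some compounds called inactive have numbers as strong as hits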
CAL PDZ FP-1: CAL PDZ peptide-binding inhibitors, primary screen, biochemical, fluorescence polarization, Cer-tagged CAL PDZ, HTS; 330,000 tested, 0.02% active; Golgi-associated PDZ and coiled-coil motif-containing protein (Homo sapiens), Q9HD26; purified CAL PDZ, TMR-peptide fluorescence polarization, 1 h; AID 504414, 2011; inhibition, % at 20 µM;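 active = highest replicate inhibition of at least 40%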;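 note: plate controls were DMSO neutral control wells for no effect and unlabeled competitor peptide control wells for full effect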
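Test system: purified CerCALP PDZ construct; Compound dosing: one concentration, 20 µM compound; Also added: TMR-labelled reporter peptide T*-PRC34 bound in PDZ groove; Read-out: inhibition from polarization loss; Controls: unlabelled peptide and DMSO controls; Signal: FP readout, S and P plane fluorescence; Incubation: 1 h at RT.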
Arr AP2 block: inhibitors of beta-arrestin/AP2 binding, primary screen, biochemical, GPCR trafficking, flow cytometry | beta-arrestin 1 C-terminal peptide binding to AP2 beta2-adaptin appendage (human) | FITC-arrestin peptide / GST-AP2 beads; AP2 beta2 appendage carries R879A mutation | inhibition, % at 10 µM | 340,000 tested, 0.31% active | AID 504490, 2011;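 active = inhibition above a set limit, near 3 SD of compounds lacking own fluorescence, cut at about 54% in these data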;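 note: plate controls were DMSO wells for no effect and 5 µM unlabelled arrestin peptide for full effect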
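Measured by: flow cytometry, FL1 (488/535 nm); Material: AP2 appendage R879A on GSH beads; Evaluation: percent response; Timing: pre-incubation 12 min, peptide binding 1 h, room temperature; Also added: 50 nM FITC-arrestin peptide; Medium: PBS with 0.05% Tween 20 and 0.1% BSA.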
NSD2 inh: NSD2 histone methyltransferase inhibitors, primary screen, biochemical, AlphaScreen, single concentration, set 2; NSD2 peptide methylation, 120 min; inhibition, % at 12.5 µM; Histone-lysine N-methyltransferase NSD2 (Homo sapiens), O96028; 310,000 tested, 0.54% active; in the data active = inhibition above about 50%
LANA DNA inh: inhibitors of KSHV C-LANA binding to DNA, primary screen, biochemical, fluorescence polarization, FAM-LBS DNA, MBP-C-LANA, single point. Kaposi's sarcoma herpesvirus LANA C-terminal domain (residues 932-1162) DNA binding. inhibition, % at 9 µM. 340,000 tested, 0.078% active. AID 504423, 2011;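 active = highest replicate inhibition at or above 60% at 9 µM, even if other replicates fall short; inactive = all replicates below 60% inhibition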;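 note: 0% = neutral control wells and 100% = 4 µM acridine orange control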
Keap1 Nrf2 FP: Keap1-Nrf2 protein-protein interaction inhibitors, primary screen, biochemical, fluorescence polarization, single point. inhibition, % at 9.4 µM. Keap1 Kelch-Nrf2 peptide fluorescence polarization, 1536-well. Kelch-like ECH-associated protein 1 (Homo sapiens), Q14145. 340,000 tested, 0.15% active. AID 504523, 2011; in the data active = inhibition above about 12%;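 note: human Keap1 Kelch domain with fluorescein labeled Nrf2 9mer peptide probe; 0% = neutral control wells and 100% = peptide positive control; higher means more block of Keap1 binding to Nrf2 peptide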
Target sequence (Q14145 whole entry, looked up, the tested form may be a part): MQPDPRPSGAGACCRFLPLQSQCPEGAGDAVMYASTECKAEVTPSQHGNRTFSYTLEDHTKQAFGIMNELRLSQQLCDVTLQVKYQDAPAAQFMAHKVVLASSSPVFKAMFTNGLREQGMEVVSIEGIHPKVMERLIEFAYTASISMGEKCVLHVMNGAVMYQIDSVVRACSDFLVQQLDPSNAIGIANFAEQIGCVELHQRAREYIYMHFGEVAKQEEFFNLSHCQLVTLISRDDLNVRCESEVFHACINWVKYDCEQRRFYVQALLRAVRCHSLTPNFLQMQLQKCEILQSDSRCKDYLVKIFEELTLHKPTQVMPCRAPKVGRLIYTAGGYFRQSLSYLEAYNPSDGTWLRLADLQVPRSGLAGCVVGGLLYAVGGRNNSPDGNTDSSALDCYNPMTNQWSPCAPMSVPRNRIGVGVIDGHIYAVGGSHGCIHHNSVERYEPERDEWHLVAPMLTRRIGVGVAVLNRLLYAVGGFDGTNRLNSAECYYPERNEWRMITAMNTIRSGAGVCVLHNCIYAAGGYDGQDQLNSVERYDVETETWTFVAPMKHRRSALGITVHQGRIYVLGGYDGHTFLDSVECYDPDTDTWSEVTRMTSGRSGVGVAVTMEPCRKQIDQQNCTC
CAL PDZ FP-2: untagged CAL PDZ binding inhibitors, primary screen, biochemical, fluorescence polarization, HTS. Golgi-associated PDZ and coiled-coil motif-containing protein (Homo sapiens), Q9HD26. purified CAL PDZ, TMR-peptide fluorescence polarization, 1 h. inhibition, % at 24.9 µM. 300,000 tested, 0.92% active. AID 602252, 2012;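 active = mean inhibition of at least 30% with at least half of replicates also reaching 30%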;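 note: 0% = DMSO neutral control and 100% = excess unlabeled competitor peptide PRC23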
V-ATPase pH: regulators of yeast V-ATPase proton pumping, primary screen, pHLuorin cytosolic pH fluorescence. S. cerevisiae. response, % at 10 µM. 350,000 tested, 0.37% active; in the data active = response mostly above about 7.3%, no sharp cut-off; inactive = mostly below about 5.4%; note: actives read high; inactives centre near 0; some compounds called inactive have numbers as strong as hits
Cardiac RTF inh: cardiac RTF calcium sensitivity inhibitors, primary screen, biochemical, IANBD-TnC fluorescence, EC70 calcium | Troponin I, cardiac muscle (Homo sapiens) + Troponin T, cardiac muscle (Homo sapiens) + … | IANBD-labeled cardiac RTF, Ca2+ fluorescence | inhibition, % at 7.15 µM | 340,000 tested, 0.12% active | AID 493244, 2011;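 active = inhibition above the mean inhibition of all tested compounds plus 3 SD, cut at about 17% in these data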;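 note: assay run at fixed EC70 calcium of 1.6 mM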
Starred values were filed as active, the others as inactive; . = not tested or not shown. Not all compounds are listed (hit frequency here may not be typical).

mol	DAGLB inh	DSG3 Ab inh	CAL PDZ FP-1	Arr AP2 block	NSD2 inh	LANA DNA inh	Keap1 Nrf2 FP	CAL PDZ FP-2	V-ATPase pH	Cardiac RTF inh
O=C(NCCN1CCOCC1)c1cc(Br)ccc1Cl	0.3	102.8	0.0	34.8	-1.8	-1.3	-1.7	-1.1	1.3	1.4
CCN1CCC(=NNC(=O)c2ccco2)CC1	-2.7	97.3	-1.2	1.9	3.8	0.1	-0.4	-2.4	0.7	-2.8
Cc1ccc(NC(=O)C2CCN(C(=O)c3ccccc3C)CC2)cc1	-0.8	105.5	-0.5	1.7	-2.4	0.8	-4.9	-2.4	2.8	-17.5
CC(C)(C)CC(=O)N1CCN(Cc2ccc3c(c2)OCO3)CC1	1.0	128.8	-1.5	-17.1	27.4	3.5	3.2	37.7*	1.9	-6.3
O=C(NCCc1ccc(Cl)cc1)/C(=C/c1cccnc1)NC(=O)c1ccccc1	1.8	102.4	-0.7	7.2	-1.4	-0.1	-4.3	4.2	0.1	1.9
Cc1ccc(-c2nc(-c3cccnc3)sc2CC(=O)Nc2ccc3nc(C)sc3c2)cc1	-1.7	98.2	-0.7	-0.3	-0.8	-0.9	-5.0	-0.3	-0.3	6.4
O=C(CCNc1ccc(F)cc1)c1cc2ccccc2o1	-5.9	.	0.7	14.7	-1.5	2.6	-2.5	-0.6	3.4	-14.7
Cc1cc(C)c(S(=O)(=O)NCc2csc(C)n2)c(C)c1	-1.1	103.3	-0.3	-6.5	2.3	-0.1	2.9	-3.8	-0.7	-5.4
Cc1ccc(CN=C2Nc3ccccc3CS2)cc1	-4.5	101.4	-0.8	-1.2	-1.9	0.5	-3.9	0.5	0.5	-0.1
CCNC(=O)N1c2ccccc2Sc2ccccc21	-0.6	106.7	-2.0	.	-3.5	0.1	-4.8	0.6	-3.1	6.5
Cc1cccc(NC(=O)CCC(=O)N/N=C/c2ccco2)c1C	0.1	102.3	-0.4	5.6	0.4	-0.2	-1.4	-0.3	-1.1	-2.3
COC(=O)c1[nH]c2cc(OC)c(OC)cc2c1/C=N/Nc1ccccc1	6.6	98.1	-0.7	2.6	1.5	-1.4	6.0	4.8	0.7	-0.1
Cc1cccc(C)c1NC(=O)C(C)N1CCCC1 (stereo not given)	-2.2	.	.	14.9	-1.4	-1.8	0.7	-1.4	5.2	-5.9
Brc1ccccc1-c1nnc2sc(-c3ccc4c(c3)OCCO4)nn12	-4.6	103.0	-6.4	-0.3	10.9	-1.0	-4.4	-2.2	3.6	-3.3
COc1ccc2cc(C3=CCCC3(C)C(=O)O)ccc2c1 (stereo not given)	2.6	96.4	0.7	1.2	-5.0	-1.0	-6.5	-5.9	1.6	2.2
COc1ccc(CNC(=O)COC(=O)CCCOc2ccc(Cl)cc2Cl)cc1	-1.9	100.1	-0.8	31.0	-1.9	-0.7	-1.2	0.2	-2.3	-8.0
C=CCC[C@H](Cc1ccc(F)cc1)C(=O)OC[C@@H](Cc1c[nH]c2ccccc12)NC(=O)[C@H](CC=C)CC(=O)N[C@H](CO)Cc1ccccc1	7.9	97.4	0.4	13.2	.	-0.5	-5.8	-2.0	1.7	-1.9
CC(OC(=O)Cn1cnc2ccccc2c1=O)C(=O)NCc1ccccc1 (stereo not given)	-2.0	97.6	-1.8	-0.6	-0.4	-0.8	-1.2	-6.6	-0.9	-7.3
CCOC(=O)c1nnn(CC(=O)N2N=C(c3cc(C)ccc3C)CC2c2ccc(OC)cc2)c1C(=O)OCC (stereo not given)	-2.8	123.3	-1.4	6.9	-2.4	-0.7	-8.1	-3.0	-2.5	-24.9
COc1ccc(/C=C2\N=C(c3ccccc3Cl)NC2=O)cc1	.	107.2	.	22.3	1.2	.	.	.	1.8	.
COc1ccccc1NS(=O)(=O)c1ccc2oc(=S)[nH]c2c1	5.0	95.7	-2.4	-3.7	-1.8	-1.3	-6.0	-3.4	-3.3	-4.2
O=C(c1cc(Cl)ccc1Cl)N1CCOCC1	-1.6	102.2	-1.0	0.3	-0.9	0.2	-1.8	-2.9	0.8	-34.7
CNc1nc(-c2ccc(Cl)cc2)cs1	-2.8	103.6	0.8	8.9	-2.9	1.1	-0.2	-4.9	4.5	-0.7
CC1CC(Nc2ccccc2)c2ccccc2N1C(=O)c1cccnc1 (stereo not given)	-0.6	80.5	-1.7	-3.9	2.8	-1.7	-4.1	-10.2	9.4	-8.3
COc1ccc(N(CC(=O)Nc2cccc(N(C)S(C)(=O)=O)c2)S(=O)(=O)c2ccccc2)cc1Cl	-1.2	104.4	-2.6	9.9	-0.5	2.9	0.0	-2.0	3.2	-8.2
CCCCNC(=O)CNC(=S)N(CCCN1CCOCC1)Cc1cccs1	-0.6	114.4	-0.8	1.7	17.4	1.0	-0.2	.	7.9	-4.0
CCN(C(=O)COC(=O)CNC(=O)c1ccc(C)cc1)c1c(N)n(Cc2ccccc2)c(=O)[nH]c1=O	-3.0	.	-0.8	-12.9	122.3*	1.2	2.3	-0.8	1.9	-7.1
O=C1C2C3C=CC(C3)C2C(=O)N1c1ccncc1 (stereo not given)	-1.5	105.5	0.0	2.9	-6.4	0.2	-1.3	-1.6	-4.1	7.6
CCn1c(C)nc2cc(C(=O)NNC(=O)CCC3CCCC3)ccc21	-4.0	104.8	-1.4	17.9	-0.6	-1.7	-4.3	-0.8	2.8	-2.1
CC1C(C#N)=C(N)OC2=C1C(=O)CC(c1ccccc1)C2 (stereo not given)	0.4	99.2	-5.7	16.2	-3.3	0.6	3.5	13.8	2.0	-30.0
COc1ccc(-n2nnc3c(=O)n(CC(=O)N4CCCC4)cnc32)cc1	-2.9	94.9	1.9	-3.4	-2.2	0.9	-0.5	.	-2.0	-2.0
COc1nc2c(s1)C(=O)NCCC2	2.0	99.8	0.7	-10.2	0.8	0.9	-4.1	.	0.8	-0.9
CC(C(=O)Nc1cc([N+](=O)[O-])ccc1Cl)N1CCN(c2ccccc2O)CC1 (stereo not given)	-7.8	87.8	-2.3	-3.7	5.2	-0.6	-0.8	-3.8	-3.3	7.7
COC(=O)c1ccccc1S(=O)(=O)N1CCC(C(=O)OCC(=O)c2ccccc2OC)CC1	-2.5	94.8	-1.9	26.8	-1.1	0.8	1.0	.	-0.1	-6.1
CCCn1nnc(NC(=S)NC(=O)Cc2ccccc2)n1	-1.3	112.4	-0.8	0.1	-109.7	0.0	-1.2	-0.5	0.8	-6.5
OCc1ccccc1OCCOc1ccc(Cl)c2cccnc12	-3.8	101.2	-3.1	1.8	6.8	0.9	-0.2	.	4.5	-3.5
CCOC(=O)c1cc(-c2ccccc2)n(CC(=O)Nc2cccc(OC)c2)c1C	-4.1	106.3	1.0	-9.9	-1.0	2.4	-0.2	-0.5	0.2	-2.5
FC(F)(F)c1nc(=S)c2ccccc2[nH]1	4.0	98.4	-3.3	9.5	-2.8	0.0	4.6	0.4	-2.7	-8.8
C=CCC[C@@H](Cc1ccc(F)cc1)C(=O)OCCNC(=O)[C@H](CC=C)CC(=O)NCCO	-2.0	94.6	-0.7	12.1	.	0.0	-5.5	-4.4	0.9	-1.4
COc1ccc(Cc2[nH]n3c(=O)c(Cl)c(C)nc3c2-c2ccccc2)cc1	-2.2	105.3	-1.0	11.8	-8.1	-1.2	-0.5	1.3	0.2	-2.7
O=C(Nc1ccccc1)Nc1nnc(-c2cccs2)s1	-2.2	79.0	-2.8	-10.0	-0.9	0.4	-4.6	-3.8	-0.4	-11.8
Cc1ccc(-c2csc3ncnc(NS(=O)(=O)c4ccc(Cl)cc4)c23)cc1	5.0	102.1	-3.5	48.8	0.1	1.2	-1.3	-0.4	0.4	-4.6
O=C1NC(CCc2ccccc2)C(=O)N1CCOc1ccccc1 (stereo not given)	1.6	95.0	-1.6	2.0	-2.7	0.4	-3.6	.	3.2	-2.2
CCOC(=O)C1(CCc2ccccc2)CCN(Cc2cnc(N(C)C)s2)CC1	-2.2	112.0	-0.3	-7.9	2.8	-1.5	-3.4	.	1.4	2.5
COc1ccc(N=NC2C(=O)N(c3ccccc3)N=C2C)cc1 (stereo not given)	2.3	98.3	0.1	7.5	14.5	4.4	-4.9	-0.7	0.8	-10.3
COc1cccc(Nc2c(Nc3cccc(OC)c3)c(=O)c2=O)c1	1.3	89.6	-0.2	32.9	-1.0	2.0	2.4	-0.7	1.2	-7.0
CC(=O)c1ccc(-c2ccc([C@H]3[C@H]4C=CC[C@@H](C)[C@@H]4C(=O)N3Cc3ccccc3)c(F)c2)cc1	-12.3	102.4	0.1	-5.0	.	-0.2	-3.9	-1.4	2.0	-1.0
CSc1nc(Cl)cc(N2CCOCC2)n1	0.8	104.0	0.7	0.7	0.3	1.3	-0.7	-3.4	-1.4	-4.6
COc1ccc(/C=C2\Oc3cc(OCC(=O)N4CCC[C@H]4CO)ccc3C2=O)c(OC)c1	-3.0	.	-0.5	4.4	.	-4.7	-28.5	-0.8	-0.9	-27.1
COc1ccccc1OCCN1CSC(=S)N(C)C1	3.5	102.7	-2.0	1.0	-0.3	-1.5	-5.7	0.2	2.5	-14.0
Fc1ccc(N2CCN(Cc3cnc(N4CCOCC4)s3)CC2)cc1	-0.5	.	-0.3	48.6	-1.8	-1.9	-3.1	0.6	-4.2	-15.6
COc1cc(/C=N/NC(=O)C2COc3ccccc3O2)ccc1O (stereo not given)	-2.6	98.5	-2.4	-13.1	0.3	-1.0	-3.9	.	0.6	-4.2

Screening data as filed in PubChem.
